Pf apPOL inh: Pf-apPOL DNA polymerase inhibition; Recombinant Pf-apPOL, molecular beacon fluorescence, 1.5 h; inhibition, % at 10 µM; hit rate 0.25% among 210,000
mHTT CaM bind: mHTT-calmodulin interaction abrogation; AlphaScreen His-mHTT/GST-CaM binding, luminescence; inhibition, % at 15 µM; hit rate 3.6% among 190,000; AID 1671202;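 also: 0% = both proteins with DMSO and 100% = one protein alone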
Target sequence (P42858 whole entry, looked up, stated change not applied): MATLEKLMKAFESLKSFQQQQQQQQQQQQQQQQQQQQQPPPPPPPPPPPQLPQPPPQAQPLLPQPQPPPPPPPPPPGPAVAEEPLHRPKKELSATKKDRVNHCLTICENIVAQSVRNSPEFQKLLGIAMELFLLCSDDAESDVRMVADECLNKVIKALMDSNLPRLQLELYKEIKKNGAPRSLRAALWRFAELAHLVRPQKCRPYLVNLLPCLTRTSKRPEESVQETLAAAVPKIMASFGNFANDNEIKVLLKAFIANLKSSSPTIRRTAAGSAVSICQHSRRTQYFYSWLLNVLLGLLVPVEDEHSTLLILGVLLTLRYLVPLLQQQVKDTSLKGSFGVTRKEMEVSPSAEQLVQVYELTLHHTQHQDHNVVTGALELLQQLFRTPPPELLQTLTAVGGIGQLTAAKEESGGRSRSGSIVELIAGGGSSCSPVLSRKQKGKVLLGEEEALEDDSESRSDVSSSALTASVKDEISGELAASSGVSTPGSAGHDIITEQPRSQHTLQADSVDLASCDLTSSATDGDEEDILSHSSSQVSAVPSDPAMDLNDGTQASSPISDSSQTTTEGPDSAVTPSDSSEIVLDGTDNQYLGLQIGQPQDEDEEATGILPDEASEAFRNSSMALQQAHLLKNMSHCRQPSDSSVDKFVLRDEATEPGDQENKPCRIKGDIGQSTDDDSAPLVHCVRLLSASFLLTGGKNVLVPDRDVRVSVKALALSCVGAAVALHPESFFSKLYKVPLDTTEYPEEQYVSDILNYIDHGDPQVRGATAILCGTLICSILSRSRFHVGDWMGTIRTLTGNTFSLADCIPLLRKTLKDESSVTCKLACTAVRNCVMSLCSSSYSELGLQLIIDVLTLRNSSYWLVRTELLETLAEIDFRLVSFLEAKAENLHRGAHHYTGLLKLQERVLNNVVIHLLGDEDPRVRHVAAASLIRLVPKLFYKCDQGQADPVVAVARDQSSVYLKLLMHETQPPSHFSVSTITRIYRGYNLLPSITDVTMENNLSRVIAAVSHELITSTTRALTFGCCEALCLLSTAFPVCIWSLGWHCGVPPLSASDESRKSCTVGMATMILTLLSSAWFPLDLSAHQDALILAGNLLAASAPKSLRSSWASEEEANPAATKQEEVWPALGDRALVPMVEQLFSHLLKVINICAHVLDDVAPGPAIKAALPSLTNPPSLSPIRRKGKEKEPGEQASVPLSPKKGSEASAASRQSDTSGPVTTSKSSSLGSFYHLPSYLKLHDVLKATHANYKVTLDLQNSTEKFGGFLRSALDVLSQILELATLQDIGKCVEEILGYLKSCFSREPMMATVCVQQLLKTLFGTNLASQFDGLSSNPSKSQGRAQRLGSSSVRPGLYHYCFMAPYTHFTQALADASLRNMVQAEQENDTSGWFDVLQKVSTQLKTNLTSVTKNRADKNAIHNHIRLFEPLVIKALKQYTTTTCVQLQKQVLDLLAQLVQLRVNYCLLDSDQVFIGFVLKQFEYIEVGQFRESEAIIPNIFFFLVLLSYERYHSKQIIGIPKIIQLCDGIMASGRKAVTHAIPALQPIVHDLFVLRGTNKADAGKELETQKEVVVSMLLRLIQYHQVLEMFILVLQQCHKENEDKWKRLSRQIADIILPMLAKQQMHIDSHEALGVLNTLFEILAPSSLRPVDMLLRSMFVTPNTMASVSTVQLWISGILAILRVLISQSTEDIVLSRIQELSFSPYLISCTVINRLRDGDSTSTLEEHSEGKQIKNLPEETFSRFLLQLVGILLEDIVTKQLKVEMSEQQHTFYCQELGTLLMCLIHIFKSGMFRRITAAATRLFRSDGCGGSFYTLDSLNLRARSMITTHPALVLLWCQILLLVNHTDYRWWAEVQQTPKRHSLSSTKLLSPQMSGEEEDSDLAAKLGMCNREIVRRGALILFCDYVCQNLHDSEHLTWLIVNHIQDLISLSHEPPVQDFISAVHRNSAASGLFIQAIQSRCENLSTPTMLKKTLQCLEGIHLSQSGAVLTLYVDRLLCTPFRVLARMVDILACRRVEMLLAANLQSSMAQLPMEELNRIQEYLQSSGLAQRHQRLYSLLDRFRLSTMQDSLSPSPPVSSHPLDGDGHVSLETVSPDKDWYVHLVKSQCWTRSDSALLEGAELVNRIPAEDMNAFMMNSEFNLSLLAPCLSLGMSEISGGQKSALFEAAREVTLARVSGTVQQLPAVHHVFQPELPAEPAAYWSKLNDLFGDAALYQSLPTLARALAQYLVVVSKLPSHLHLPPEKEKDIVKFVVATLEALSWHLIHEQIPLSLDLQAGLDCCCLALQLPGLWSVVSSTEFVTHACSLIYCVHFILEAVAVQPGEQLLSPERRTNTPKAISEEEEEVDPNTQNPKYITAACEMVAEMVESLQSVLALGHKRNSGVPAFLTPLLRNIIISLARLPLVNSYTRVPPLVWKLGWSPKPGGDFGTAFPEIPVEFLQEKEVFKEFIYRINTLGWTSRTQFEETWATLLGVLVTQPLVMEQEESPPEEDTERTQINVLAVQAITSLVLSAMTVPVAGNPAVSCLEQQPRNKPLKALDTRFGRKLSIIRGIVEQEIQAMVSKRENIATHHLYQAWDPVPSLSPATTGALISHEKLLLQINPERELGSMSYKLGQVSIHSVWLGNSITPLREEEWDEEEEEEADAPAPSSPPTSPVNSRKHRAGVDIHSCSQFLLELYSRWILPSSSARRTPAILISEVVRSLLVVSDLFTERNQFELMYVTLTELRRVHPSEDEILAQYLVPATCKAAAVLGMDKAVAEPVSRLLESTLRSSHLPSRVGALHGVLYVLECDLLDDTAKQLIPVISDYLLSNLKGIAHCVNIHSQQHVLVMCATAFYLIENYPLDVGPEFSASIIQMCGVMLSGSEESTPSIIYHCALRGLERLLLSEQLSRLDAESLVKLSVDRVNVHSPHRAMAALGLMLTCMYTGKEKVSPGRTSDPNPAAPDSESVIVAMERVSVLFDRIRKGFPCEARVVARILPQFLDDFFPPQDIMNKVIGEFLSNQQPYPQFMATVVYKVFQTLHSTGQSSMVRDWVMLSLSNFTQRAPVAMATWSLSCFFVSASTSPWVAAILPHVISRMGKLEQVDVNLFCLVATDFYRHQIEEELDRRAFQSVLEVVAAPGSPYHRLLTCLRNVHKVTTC
An asterisk follows results filed as active; . = no result given; & = joins results of further samples. Rule as the data show it: active = inhibition above about 50%; inactive = the rest.

Order of values – Pf apPOL inh | mHTT CaM bind
Cc1nc(-c2ccc(N3CCN(C(=O)C4CCCO4)CC3)nc2)no1 (stereo not given)
 : 8 | -6
Cc1ccc(CSCCNS(=O)(=O)c2ccc3c(c2)OCCO3)cc1
 : -7 | -12
COc1ccc2oc(-c3ccc(NC(=O)c4cccc(C)c4)cc3)nc2c1
 : -2 | 26
O=C(NC1CC1)c1cccc(CN2C(=O)C3CCCN3C(=O)c3ccccc32)c1 (stereo not given)
 : -5 | -9
COc1ccc2cc(C3CC(c4ccc(C)cc4)=NN3C(=O)CCCC(=O)O)c(Cl)nc2c1 (stereo not given)
 : 5 | 24
O=C(Nc1ccc(I)c(C(=O)O)c1)c1ccc(F)cc1
 : -6 | -2
Cn1c(-c2ccccc2)nn(CCNC(=O)c2cccs2)c1=O
 : -10 | -15
O=C(O)CSc1ccc(Oc2ccc(SCC(=O)O)cc2)cc1
 : -14 | -7
O=C(NCc1ccccc1)C(=O)NCc1cccnc1
 : -1 | -2
O=C(CCc1ccccc1)Nc1nnc(SCc2ccccc2)s1
 : 0 | -5
Cc1ccc(CN2CCC(C)(O)C(N3CCCC3)C2)s1 (stereo not given)
 : -6 | 48
O=C(NCC(O)c1ccc(C(F)(F)F)cc1)c1c(F)cccc1Cl (stereo not given)
 : -6 | -10
NC(=NO)c1csc(-c2ccc(F)cc2F)n1
 : -8 | .
CN1CCC(N2CCN(C3CN(CCc4ccccc4)S(=O)(=O)C3)CC2)CC1 (stereo not given)
 : 2 | -3
CN1CCC(=O)N(CCSc2ccccc2)CC1
 : -4 | -5

Reprinted from the part before: two entries; new compounds follow.
Order of values – Pf apPOL inh | mHTT CaM bind
CN1CCC(N2CCN(C3CN(CCc4ccccc4)S(=O)(=O)C3)CC2)CC1 (stereo not given)
 : 2 | -3
CN1CCC(=O)N(CCSc2ccccc2)CC1
 : -4 | -5
CCOc1ccc2nc(N=Cc3ccccc3O)sc2c1
 : -18 | .
COc1ccc(OC)c(NC(=O)N2CCCCCC2c2cccs2)c1 (stereo not given)
 : 0 | 24
Cc1cccc(-c2noc(C3CCCN3C(=O)c3ccccn3)n2)c1 (stereo not given)
 : -5 | -1
Cc1nnc2c(NC(=O)c3cccc(C(F)(F)F)c3)cccn12
 : -2 | -6
COc1ccccc1C1SCCN1S(=O)(=O)c1ccc(Cl)c(Cl)c1 (stereo not given)
 : 2 | -2
COC(=O)C12CC3CC(CC(NC(=O)Cn4cnc5ccccc54)(C3)C1)C2
 : -2 | 1
Cc1cc2nc(-c3cccc(N)c3C)oc2cc1C
 : -2 | 11
CSc1ccccc1NC(=O)C(=O)NCCn1ccnc1C
 : -5 | -5
CCOc1cc(/C=C2\SC(=N)NC2=O)ccc1OC
 : -1 | 11
CCOc1ccc(N2C(=O)NC3CC2(C)Oc2ccc(Cl)cc23)cc1 (stereo not given)
 : -3 | 14
CCCNc1nc(C)nc2c1c(C)nn2-c1ccc(C)cc1
 : 8 | -17
O=C(NCc1cccc(F)c1)c1cc2c(s1)CN(C1CCCC1)C2
 : 1 | -11
Cc1ccc(CNC(=O)C2CCN(c3nnc(-c4ccc(C)cc4)o3)CC2)cc1
 : -4 | 49
CN1CCN(C(=O)CCCOc2ccccc2)CC1
 : -17 | 3
NC(=O)c1cccc2c1NC(C(=O)O)C1CC=CC21 (stereo not given)
 : 1 | 71*
CCCC1CCC2(CC1)CC[C@@H]2OC(=S)Nc1ccccc1C(F)(F)F (stereo not given in full)
 : -3 | 5
COc1ccc(-c2ccc3nc(N4CCC(C(N)=O)CC4)sc3n2)cc1
 : 5 | 27
Cc1ccc(-n2ccnc(NC(=O)c3ccc(F)cc3)c2=O)cc1C
 : -1 | 6
Cn1c2ccc([N+](=O)[O-])cc2c2nnc(SCN3C(=O)c4ccccc4C3=O)nc21
 : 0 | 6
COc1ccc(OC)c(C2C(C(=O)Nc3ccc(C)cn3)=C(C)NC3=C2C(=O)CC(C)(C)C3)c1 (stereo not given)
 : -10 | 12
Cc1ccc(C2CC(C(F)(F)F)n3ncc(C(=O)Nc4cc(Cl)ccc4O)c3N2)cc1 (stereo not given)
 : -4 | 49
O=C(c1ccn2c(-c3ccc(F)cc3)nnc2c1)N1CCCC1
 : -2 | -4
Cc1noc(NS(=O)(=O)c2ccc(N/C=C/C(=O)c3ccc(Br)cc3)cc2)c1C
 : 7 | 13
Cc1nc2nc(SCC(=O)NCCC(C)C)nn2c(C)c1Cc1ccccc1
 : -5 | 12
CSc1nsc(SC)c1C(=O)NC(=O)Nc1ccc(Cl)cc1
 : -4 | .
Cc1ccc(NC(=O)CSc2nccc(N3CCCCCC3)n2)cc1F
 : -3 | -1
CC1CN(c2nc3ccccc3nc2C(C#N)C(=O)OCc2ccccc2)CC(C)O1 (stereo not given)
 : -1 | -12
CCCNc1c(N)cc(C(F)(F)F)cc1[N+](=O)[O-]
 : -41 | 55*
C(#CC1CC1)CN1CCOCC1
 : -2 | -9
COc1ccccc1-c1nc(C2CC(=O)N(c3ccccc3)C2)no1 (stereo not given)
 : -8 | -4
CC1=NS(=O)(=O)c2cc(Cl)ccc2N1
 : 5 | .
CCOC(=O)COc1ccc2c(=O)c(-c3ccccc3)coc2c1
 : -10 | -5
COC(=O)c1sccc1S(=O)(=O)Nc1cc(N2CCCS2(=O)=O)ccc1C
 : -3 | -8
CC12CN3CC(C)(CN(C1)C(=O)c1ccccc1C3=O)C2=O
 : -10 | -4
COC(=O)c1ccc(NC(=O)c2nnn(Cc3cccc(Br)c3)c2N)cc1
 : -2 | 3
O=C1Nc2ccccc2C1=Nc1ccc(SC(F)F)cc1
 : . | 6
COc1ccc(-c2nn(-c3ccccc3)cc2C=O)cc1OC
 : -29 | 9
Cc1cc(NC(=O)CC23CC4CC(CC(C4)C2)C3)no1
 : 7 | 4
O=C1N=C(N2CCOCC2)S/C1=C/c1cc2c(cc1Br)OCO2
 : -5 | 5
Cc1ccc(C(=O)N2CCC(c3nc(CNC(=O)C4CC4)cs3)CC2)cc1F
 : 2 | -5
CC(=O)c1sc(NC(=O)c2cccc([N+](=O)[O-])c2)nc1C
 : -2 | 0
COc1ccc(Cl)cc1C1=N/C(=C/c2cccc([N+](=O)[O-])c2)C(=O)O1
 : 3 | 2
COc1cccc(CN2CC(C(=O)N(C)C(C)C)CC2=O)c1 (stereo not given)
 : -4 | -4
Cc1cc(C)n(CCNC(=O)CCS(=O)(=O)c2ccccc2)n1
 : -4 | -12
CCCCC(=O)Nc1ccc(F)c(Cl)c1
 : -2 | -8

Taken from the results shown for reference:
Order of values – Pf apPOL inh | mHTT CaM bind
C(#CC1CC1)CN1CCOCC1
 : -2 | -9
COc1ccccc1-c1nc(C2CC(=O)N(c3ccccc3)C2)no1 (stereo not given)
 : -8 | -4
CC1=NS(=O)(=O)c2cc(Cl)ccc2N1
 : 5 | .
CCOC(=O)COc1ccc2c(=O)c(-c3ccccc3)coc2c1
 : -10 | -5
COC(=O)c1sccc1S(=O)(=O)Nc1cc(N2CCCS2(=O)=O)ccc1C
 : -3 | -8
CC12CN3CC(C)(CN(C1)C(=O)c1ccccc1C3=O)C2=O
 : -10 | -4
COC(=O)c1ccc(NC(=O)c2nnn(Cc3cccc(Br)c3)c2N)cc1
 : -2 | 3
O=C1Nc2ccccc2C1=Nc1ccc(SC(F)F)cc1
 : . | 6
COc1ccc(-c2nn(-c3ccccc3)cc2C=O)cc1OC
 : -29 | 9
Cc1cc(NC(=O)CC23CC4CC(CC(C4)C2)C3)no1
 : 7 | 4
O=C1N=C(N2CCOCC2)S/C1=C/c1cc2c(cc1Br)OCO2
 : -5 | 5
Cc1ccc(C(=O)N2CCC(c3nc(CNC(=O)C4CC4)cs3)CC2)cc1F
 : 2 | -5
CC(=O)c1sc(NC(=O)c2cccc([N+](=O)[O-])c2)nc1C
 : -2 | 0
COc1ccc(Cl)cc1C1=N/C(=C/c2cccc([N+](=O)[O-])c2)C(=O)O1
 : 3 | 2
COc1cccc(CN2CC(C(=O)N(C)C(C)C)CC2=O)c1 (stereo not given)
 : -4 | -4

(list continues)
Order of values – Pf apPOL inh | mHTT CaM bind
CC(=O)N[C@@H](Cc1c[nH]c2ccccc12)C(=O)OCc1cc(C(F)(F)F)cc(C(F)(F)F)c1
 : 0 | .
CC(=O)Nc1c(-c2ccc(Cl)cc2)n[nH]c1C
 : 2 | 5
C=CCc1cccc2cc(C(=O)Nc3ccc([N+](=O)[O-])cc3C)c(=O)oc12
 : -3 | 8
Cc1ccccc1NC(=O)Cn1cc2c(n1)CCCC2
 : 0 | -8
O=C(NCCc1ccsc1)C(=O)Nc1ccccc1F
 : -2 | -4
Cc1ccc(C(=O)N2CCC(c3nc(CNC(=O)C4CCC4)cs3)CC2)cc1F
 : -1 | 0
N#Cc1cnc2ccc(F)cc2c1N1CCC(C(=O)Nc2ccc(F)c(F)c2)CC1
 : 1 | 1
CCC(C)NC(=O)CSc1nc2n[nH]c(C)c2c(=N)n1-c1ccc(OC)cc1 (stereo not given)
 : -4 | 48
O=[N+]([O-])c1ccc(N2CCOCC2)cc1N1CCCC1
 : 2 | -2
Cc1cc(C)c(C(=O)Sc2ccc(Cl)cc2)c(CC(C)(C)C(=O)O)c1
 : -8 | .
c1ccc(-c2cc(SCc3cccnc3)ncn2)cc1
 : -27 | -24
CCOc1ccc(C(=O)N2CCc3c(c(C(=O)NCc4cccc(C)c4)nn3C)C2)cc1
 : -11 | -1
COc1ccc(NC(=O)CSc2nc(C)cc(C(F)(F)F)n2)cc1OC
 : 4 | 7
Fc1ccc(C2C=C(c3ccc(I)cc3)Nc3ncnn32)cc1 (stereo not given)
 : -4 | -5
CCN(CC)CCCN1C(=O)CSC1c1ccc2c(c1)OCO2 (stereo not given)
 : 24&-4 | -4&-7
CC(NC(=O)C(C)(C)Oc1ccc(Cl)cc1)c1ccncc1 (stereo not given)
 : -3 | 4
COc1ccccc1OCCOc1ccccc1C
 : -2 | -73
CC1=C(C(=O)Nc2ccccn2)C(c2ccc(OCc3ccccc3)cc2)n2nnnc2N1 (stereo not given)
 : 6 | 46
O=[N+]([O-])c1ccc(N2CCN(S(=O)(=O)c3ccc(F)cc3)CC2)cc1
 : 4 | 3
CCCC1CCC2(CC1)CC[C@@H]2OC(=S)Nc1ccc(N(C)C)cc1 (stereo not given in full)
 : -8 | 16
CC1(C)CC(=O)C2=C(C1)c1c(ccc3ncccc13)NC2c1ccc(Cl)cc1 (stereo not given)
 : 58* | 18
COc1ccc(-c2cc(N3CCCC(C(=O)NCc4cccs4)C3)ncn2)cc1 (stereo not given)
 : -31 | -13
Cc1sc2ncnc(Nc3ccncc3)c2c1C
 : -32 | 3
CCSc1nnc(NC(=O)CSc2nccn2-c2ccc(OC)cc2OC)s1
 : -8 | 6
Nc1nc(CSc2nnnn2-c2ccc(F)c(Cl)c2)nc(N2CCOCC2)n1
 : -5 | 0
O=C(NC1CCN(C(=O)c2ccco2)CC1)c1ccccc1
 : -13 | .
O=C1/C(=C/c2ccccc2O)N=C2CCCCCN12
 : -11 | 17
O=C(CNc1cccc(Br)c1)c1ccc([N+](=O)[O-])cc1
 : 12 | 23
Cc1ccc(CS(=O)(=O)Cc2ccc(C(=O)NC3CC3)o2)cc1
 : -11 | 2
CC1CCN(C(=O)c2cnn3c(C(F)(F)F)cc(-c4cccs4)nc23)CC1
 : -6 | 2
COC(=O)C(C)Oc1ccc2c(C)c(-c3ccccc3)c(=O)oc2c1 (stereo not given)
 : -4 | 1
CCC(=O)N1CCc2sc(C(=O)N3CCN(c4ccccn4)CC3)cc2C1
 : -2 | 0
CC(Oc1ccc2c(c1)OC(=Cc1cccc(F)c1)C2=O)C(=O)O (stereo not given)
 : -12 | 8
c1nc2nc3c(c(N4CCCC4)n2n1)CCCC3
 : 2 | -6
O=C(ON=C1C=CC(=NOC(=O)c2ccco2)C=C1)c1ccccc1
 : 5 | 11
CCc1c(C)sc(NC(=O)c2cccc([N+](=O)[O-])c2C)c1C(N)=O
 : 4 | 1
Oc1c(C=NCCc2ccccc2)[nH]c2ccc(Br)c(Cl)c12
 : -1 | 86*
Cc1ccc(C(CC(=O)NC(C)C)c2c[nH]c3ccccc23)cc1 (stereo not given)
 : -1 | 14
O=C(O)Cn1cc(I)c(=O)c(I)c1
 : 2 | 1
CCc1ccc(NC(=O)C2CC=CCC2C(=O)O)cc1 (stereo not given)
 : -8 | -4
CC(=O)NC(Nc1cc(C(F)(F)F)ccc1Cl)C(Cl)(Cl)Cl (stereo not given)
 : 5 | -15
COC1=Nc2ccccc2/C1=C/N(C)C
 : 47 | 3
CCc1ccccc1NC(=O)CN(c1ccccc1OC)S(=O)(=O)c1ccc(OC)cc1
 : -3 | -4
O=C(Cc1ccc2c(c1)OCO2)N1CCCc2ccccc21
 : -12 | -18
CCOCCCNC(=O)NCCC1CCN(S(=O)(=O)c2ccc(F)cc2)CC1
 : -2 | 31
CCCN1CCN(CCCNC(=O)c2ccc3c(c2)NC(=O)C2CCCCN32)CC1 (stereo not given)
 : -3 | 3
COc1ccc(CCN2C(=O)C3C4c5ccccc5C(C)(c5ccccc54)C3C2=O)cc1OC (stereo not given)
 : -6 | 27
Oc1ccc(C=NCC2OCCc3ccccc32)cc1 (stereo not given)
 : -1 | 10
CC(=O)N1CCc2cc(N3CC(C(=O)N(C)Cc4ccccc4)CC3=O)ccc21 (stereo not given)
 : -5 | 1
COc1ccccc1CNC(=O)CN1N=C(c2ccc(Cl)cc2)CCC1=O
 : -15 | 11
O[C@@H]1C[C@H](c2ccc(Cl)cc2)N(Cc2cccs2)C[C@H]1n1cc(-c2ccc(F)cc2)nn1
 : -5 | -7
Cc1ccc2cc3cc(C(=O)N4CCN(c5ncccn5)CC4)sc3nc2c1
 : 1 | 0
COc1cc(OC)cc(-n2nc(C(=O)NC3CCCC(C)C3C)c3ccccc3c2=O)c1 (stereo not given)
 : 28 | 9
COc1ccc(-c2cc(C(F)(F)F)nc(N)n2)cc1
 : 0 | .
CC1(C)NC(=O)N(CC(O)COc2ccc([N+](=O)[O-])cc2)C1=O (stereo not given)
 : -2 | 4
CN1CCCN(Cc2ccc(Cl)c(Cl)c2)CC1
 : 0 | 2
CCCCN(C)C(=O)c1c[nH]c2ccc(S(=O)(=O)N(C)c3ccc(C)c(C)c3)cc2c1=O
 : -9 | 42

Assay outcomes deposited in PubChem by University of Kansas High Throughput Screening Laboratory.
